Screening results: PubChem BioAssay, several laboratories
hcDAF12 agonist: H. contortus DAF-12 activation, primary screen; activation, % at 6.8 µM; HEK293 hcDAF-12 lit1-tk-luc reporter, luminescence; 0% DMSO, 100% Δ7-dafachronic acid; 370,000 compounds, 1.4% hits; AID 652067;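 active = activation above the mean of all tested compounds plus 3 SD, cut at about 5.5% in these data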;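 also: 100% = response to 3 µM Δ7-dafachronic acid high control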
MBD2 DNA inh: blocks human MBD2 binding to methylated DNA. Q9UBB5. TR-FRET, MBD2 binding to methylated oligonucleotide. inhibition, % at 4.4 µM. 370,000 compounds, 0.31% hits. AID 686964; in the data active = inhibition above about 13%
NR1D1 modulator: modulates human Rev-erb alpha binding to DNA. Rev-erbα–FITC-DNA binding, fluorescence polarization, 90 min. activity, % at 10 µM. 370,000 compounds, 0.79% hits;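 active = activity above about 14%, limit read from the data; passing the limit was not always enough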;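 also: 0% = DMSO wells with 35 nM protein and 100% = DMSO wells with 750 nM protein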
DAX1 inh-1: NR0B1 (DAX1) inhibition. P51843. HEK293 Gal4-DAX1 luciferase reporter, luminescence. inhibition, % at 6.75 µM. 340,000 compounds, 0.99% hits. AID 504766;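 active = inhibition above the mean over all tested compounds plus 3 SD, cut at about 4.2% in these data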;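 also: 0% = DAX1-transfected cells with DMSO and 100% = empty-vector control cells with DMSO; inhibition shows as a rise in luminescence from relieved DAX1 repression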
PLC-gamma1 inh: inhibitors of human phospholipase C gamma1. P19174. inhibition, % at 12.2 µM. purified PLC-gamma1, fluorogenic substrate, fluorescence. AID 720700. 370,000 compounds, 0.84% hits; in the data active = inhibition above about 9.5%
Target sequence (P19174 whole entry, looked up): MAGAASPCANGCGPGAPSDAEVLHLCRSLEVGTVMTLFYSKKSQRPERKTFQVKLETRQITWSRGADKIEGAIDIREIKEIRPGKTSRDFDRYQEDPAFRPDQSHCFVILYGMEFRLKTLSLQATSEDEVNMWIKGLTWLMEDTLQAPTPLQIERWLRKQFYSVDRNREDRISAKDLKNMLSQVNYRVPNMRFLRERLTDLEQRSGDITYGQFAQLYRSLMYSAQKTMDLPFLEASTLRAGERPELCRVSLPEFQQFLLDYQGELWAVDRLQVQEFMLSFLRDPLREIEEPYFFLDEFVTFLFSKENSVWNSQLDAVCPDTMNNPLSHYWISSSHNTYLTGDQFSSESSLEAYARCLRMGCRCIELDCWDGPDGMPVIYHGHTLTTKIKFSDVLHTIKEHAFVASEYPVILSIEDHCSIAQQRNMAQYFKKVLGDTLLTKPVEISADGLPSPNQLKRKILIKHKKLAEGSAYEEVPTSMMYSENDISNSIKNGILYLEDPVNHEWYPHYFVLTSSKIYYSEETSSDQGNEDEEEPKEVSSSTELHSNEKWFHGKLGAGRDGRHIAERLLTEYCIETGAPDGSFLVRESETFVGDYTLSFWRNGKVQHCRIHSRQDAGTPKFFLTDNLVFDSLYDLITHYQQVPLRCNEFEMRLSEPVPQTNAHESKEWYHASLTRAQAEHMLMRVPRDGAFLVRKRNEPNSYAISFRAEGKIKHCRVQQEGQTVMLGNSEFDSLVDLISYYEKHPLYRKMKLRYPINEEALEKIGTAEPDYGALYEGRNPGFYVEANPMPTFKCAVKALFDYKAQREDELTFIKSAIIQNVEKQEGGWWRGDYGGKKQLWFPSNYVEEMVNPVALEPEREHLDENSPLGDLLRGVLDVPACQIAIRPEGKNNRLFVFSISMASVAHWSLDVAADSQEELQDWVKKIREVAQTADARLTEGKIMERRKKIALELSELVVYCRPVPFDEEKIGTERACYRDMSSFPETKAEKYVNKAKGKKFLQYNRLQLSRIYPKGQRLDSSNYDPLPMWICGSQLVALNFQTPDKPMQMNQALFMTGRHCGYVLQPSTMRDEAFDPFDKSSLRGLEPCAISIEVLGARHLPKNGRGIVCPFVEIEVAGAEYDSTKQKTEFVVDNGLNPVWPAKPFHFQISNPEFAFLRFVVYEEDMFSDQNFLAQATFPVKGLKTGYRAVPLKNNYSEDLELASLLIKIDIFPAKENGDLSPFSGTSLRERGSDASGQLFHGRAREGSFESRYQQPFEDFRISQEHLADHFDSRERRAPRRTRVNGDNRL
hgDAF12 agonist: activates the H. glycines DAF-12 receptor ligand-binding domain; HEK293 GAL4-hgDAF12 UAS-luciferase reporter, agonist luminescence; normalized to butyrate control; activation, % at 6.8 µM; 370,000 compounds, 1.8% hits; AID 687014;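 active = activation above a cutoff set at the mean of all screened compounds plus 3 SD, cut at about 10% in these data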;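 also: 0% = DMSO wells and 100% = sodium butyrate wells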
ssDAF-12 act: activators of S. stercoralis DAF-12 nuclear receptor; HEK293 ssDAF-12/GRIP1 lit1-tk-luc reporter, luminescence; % of 3 µM dafachronic acid response; activation, % at 6.8 µM; 370,000 compounds, 1% hits;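 active = activation above the mean over all tested compounds plus 3 SD, cut at about 0.9% in these data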;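 also: 0% = DMSO-only wells and 100% = 3 µM delta7-dafachronic acid wells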
SMARCA2 activ: SMARCA2 function activation, primary screen. MG213 cells, MMTV-luciferase reporter, dexamethasone, overnight. 370,000 compounds, 1% hits. activation, % at 9.1 µM. AID 652017; in the data active = activation above about 7.8%;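 also: 0% = vehicle wells and 100% = reference activator wells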
DAX1 inh-2: blocks DAX1 repression of SF-1 activated StAR promoter. 370,000 compounds, 1.1% hits. AID 652010. HEK293T StAR-luciferase reporter, SF-1/DAX-1 repression relief. inhibition, % at 6.8 µM;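 active = inhibition above the mean over all tested compounds plus 3 SD, cut at about 3.6% in these data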;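 also: 0% = DAX-1 cells with DMSO and 100% = cells lacking DAX-1 with DMSO; higher inhibition means more luminescence from relief of DAX-1 repression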
PLC-beta3 inh: PLC-beta3 (human) inhibition, primary screen | Purified PLC-beta3, fluorogenic substrate, fluorescence | 370,000 compounds, 0.18% hits | inhibition, % at 12.2 µM | AID 720704 | Q01970; in the data active = inhibition above about 11%;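 also: 0% = median of compound wells on plate and 100% = full blocker control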
ADAM17 inh: inhibitors of human ADAM17; inhibition, % at 6.95 µM; 370,000 compounds, 0.83% hits; AID 720648; recombinant ADAM17, EDANS/DABCYL FRET peptide cleavage; P78536;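 active = inhibition above the mean of compounds lying between control limits plus 3 SD, set per campaign, cut at about 8.5% in these data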;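 also: 0% = DMSO-only wells as the low control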
The depositor's hits bear a star; i = inactive; / = no result given.

No.	Compound	hcDAF12 agonist	MBD2 DNA inh	NR1D1 modulator	DAX1 inh-1	PLC-gamma1 inh	hgDAF12 agonist	ssDAF-12 act	SMARCA2 activ	DAX1 inh-2	PLC-beta3 inh	ADAM17 inh
1	CC1CN(C(C)C)C(C)CC1OC(=O)c1ccccc1 (stereo not drawn)	0.5	-4	-3	-0.5	1	-4.0	-2.0	0	-0.2	-5	-3
2	CCN(CC)CCCNC(=O)c1[nH]c(C)c(C(=O)NC2CCCCC2)c1C	-0.3	-4	0	-0.1	2	-1.8	-1.1	-1	-0.8	-2	-2
3	COc1ccccc1CC(=O)Nc1ccc2c(c1)C(=O)NC2=O	-1.1	-1	-6	0.4	-6	3.1	-1.4	-1	0.0	-2	-1
4	O=C(OC1CCOC1=O)C1CCN(S(=O)(=O)c2ccc(Cl)c(C(F)(F)F)c2)CC1 (stereo not drawn)	0.7	0	-2	-0.7	1	1.5	-0.4	3	0.5	-4	-7
5	COc1ccccc1C(=O)NC(=O)COC(=O)CN1C(=O)NC2(CCCCC2C)C1=O (stereo not drawn)	2.5	5	1	0.6	-8	1.2	-0.8	0	0.8	-5	3
6	COCc1cc(C)nc(SCC[N+](C)(C)CC(=O)c2ccccc2)c1C#N	-1.0	2	-1	-0.6	1	1.1	-2.0	-1	-0.9	-4	0
7	CC(=O)c1c(C)[nH]c(C(=O)Nc2ccc(C)c(C)c2)c1C	0.7	5	-6	1.9	2	8.8	0.2	3	4.6*	3	-2
8	CC1=C(C(=O)N2CCCCCC2)CC(CC(=O)NCCN2CCOCC2)C(=O)N1CCC1=CCCCC1 (stereo not drawn)	-0.2	-7	2	/	3	-2.7	-1.0	2	0.2	4	0
9	COc1ccc(-n2c(C)cc(/C=C3\C(=O)NN(c4ccccc4)C3=O)c2C)cc1	1.3	6	-5	1.0	-1	1.1	-0.4	0	0.3	-3	-4
10	Cc1ccc(Cn2cc(CN3CC(N4CCN(Cc5cccc(C)c5)CC4)CS3(=O)=O)nn2)cc1 (stereo not drawn)	-0.1	8	2	/	3	-2.5	-1.1	-5	-3.0	2	-6
11	CCn1cc(Br)c(C(=O)Nc2ccc(Cl)cc2Cl)n1	1.4	-3	-3	0.2	-3	1.3	1.0*	-3	0.2	2	-1
12	CC(=O)OC/C=C(\C)CCC=C(C)C	0.9	-1	-1	-0.1	4	-0.4	-1.3	1	-0.4	4	-4
13	COC(=O)c1ccc(Cn2nc(C)c([N+](=O)[O-])c2C)o1	-1.1	0	0	-0.2	2	-1.7	-1.4	-2	-0.9	-2	-4
14	CC(c1ccncn1)N(C)C(=O)c1ccc2oc(Cc3ccccc3)nc2c1 (stereo not drawn)	-1.4	7	1	0.7	1	1.7	0.8	-1	-0.8	-8	-1
15	O=C(CSc1nnc(-c2cccc(F)c2)o1)N1CCOCC1	-1.6	-3	-2	2.0	3	-3.2	-0.7	-3	-0.2	-5	-5
16	N#Cc1ccc(CSc2nnc(-c3ccncc3)o2)cc1	-1.8	0	5	-0.5	0	0.0	-1.2	-2	-0.4	-1	-3
17	COc1ccc(CC(=O)Nc2ccc(C(=O)Nc3ccccc3C(=O)O)cc2)cc1OC	-2.1	-4	0	-0.2	-6	-5.2	-1.4	-5	0.3	-5	-4
18	COc1cc(NC(=O)c2ccco2)c(C(=O)OCC(=O)Nc2ncc(Cl)cc2Cl)cc1OC	-1.3	-1	-4	0.2	-13	0.8	-1.4	3	-0.2	-23	-4
19	O=C(COC(=O)/C=C/c1ccccc1Cl)NCc1ccco1	-1.4	-6	2	1.2	-2	2.9	-1.4	-4	-0.3	-1	-5
20	CCn1c(SCC(=O)NCc2ccccc2)nc2nc3c(cc2c1=O)CCCC3	-2.4	-6	2	0.1	6	-0.6	-1.5	-3	0.1	8	2
21	COc1ccc(-c2nnc(Nc3nc4c(OC)cccc4s3)o2)c(OC)c1	-2.5	3	-6	-1.9	-326	-3.7	-1.5	8	-1.8	i	-64
22	COc1ccc(CN2C(=O)CS/C2=N/N=C/c2cccs2)cc1	1.0	1	9	1.1	0	-0.6	-1.3	-3	0.4	-5	-4
23	CCNC(=S)Nc1cc(OCC)c(NC(=O)c2cccs2)cc1OCC	0.6	4	0	-0.2	-5	0.6	0.3	-1	0.5	-2	-4
24	O=C(NCCN1CCOCC1)c1sc2ccccc2c1Cl	0.2	1	-13	/	-2	2.1	-0.4	1	0.3	4	-1
25	O=C(c1cccc(Cl)c1)N1CCC2CC1c1cc(-c3ccc(F)cc3)ccc12 (stereo not drawn)	-1.5	5	-7	-0.1	3	-1.8	-1.2	-4	-1.1	-4	0
26	O=C(CSc1nnc(NC(=O)C2CCC2)s1)NC1CC1	-0.8	-2	2	1.0	1	-0.1	-1.4	0	0.4	0	-2
27	CN1/C(=N\O)c2cccc3cccc1c23	-1.2	-5	3	-0.9	-334	-2.2	-1.2	-2	0.1	-337	-82
28	O=c1cc(O)cc2n1CCC2	1.2	-3	-3	/	-1	-0.2	-0.7	1	-0.4	3	-2
29	ClC(Br)=C(n1cnc2ccccc21)n1cnc2ccccc21	-2.7	1	1	-0.4	1	-1.9	-1.3	-1	-0.3	0	-1
30	O=C(NCc1ccccc1)c1onc(CSc2ccc(Cl)cc2)c1C(=O)NCc1ccccc1	2.2	3	2	0.0	3	2.2	-0.8	1	-0.3	3	1
31	COc1ccc(CNC(=O)C2CCCN2S(=O)(=O)c2ccc(C)cc2)cc1 (stereo not drawn)	-2.4	-1	2	0.1	4	-2.5	-1.1	-3	-0.7	-1	6
32	Cc1c(NS(=O)(=O)c2ccccc2F)c(=O)n(-c2ccccc2)n1C	-0.2	-4	0	0.2	2	-1.4	-0.8	-3	0.0	-4	6
33	C/C(=N\N=C(/N)SC1CC(=O)N(c2ccc(Cl)cc2)C1=O)c1cccs1 (stereo not drawn)	0.1	-2	7	0.7	9.9*	4.3	-1.4	-2	-0.9	3	11*
34	COc1cccc2c1[C@H](/C=C/c1ccccc1)[C@@H]([C@H](O)COC(C)=O)OC2	-0.6	-2	3	/	1	-1.0	-1.7	-3	-0.6	2	4
35	OCCN1CCN(C(=S)Nc2ccc(Oc3ccccc3)cc2)CC1	-1.0	4	-2	-1.1	1	1.8	-1.0	7	-0.8	0	1
36	Cc1ccc(S(=O)(=O)NC(C)(C)CN2CCCCC2)cc1	-1.1	0	0	-1.3	1	-2.2	-0.8	-3	0.3	1	-7
37	COc1ccc(CCNS(=O)(=O)c2ccc(C3CNC(=O)C3)cc2)cc1OC (stereo not drawn)	-0.5	4	/	1.2	-1	0.2	-0.7	0	-0.3	0	-3
38	CC(=O)c1c(C)[nH]c(-c2ccccc2)c1C	-2.3	7	-5	-0.5	-2	-2.6	-1.4	-1	0.6	-4	-4
39	Cc1ccc(N2CC(C(=O)NCc3cccnc3)CC2=O)cc1 (stereo not drawn)	-2.0	-2	5	-0.2	0	-1.4	-0.7	1	0.4	-4	-2
40	Nc1nnc(CC(=O)N/N=C\c2ccc(-c3cccc(Cl)c3)o2)s1	-1.3	-1	2	0.4	-40	-1.7	-1.0	-1	0.2	-62	-7
41	Cc1ccc(SCc2c(C(=O)N/N=C/C3CC=CCC3)nnn2-c2nonc2N)cc1 (stereo not drawn)	-1.7	4	5	-0.5	2	2.7	-1.8	0	-0.5	-3	0
42	Cc1nc(NC(=O)COc2ccccc2)sc1C(=O)Nc1ccccc1	3.7	3	5	-0.1	1	0.7	0.0	-1	0.7	-1	-2
43	COc1ccc(Cn2ccnc2SCC(=O)NC2CCCC2)cc1	2.0	0	-2	-0.5	0	1.9	-1.1	-2	-0.3	-9	1
44	COc1ccc(NC(=O)c2ccco2)cc1NC(=O)COc1ccccc1	1.4	-8	-4	0.5	5	-4.6	-0.7	2	-1.6	-1	3
45	COc1ccc(CNC(=O)COC(=O)/C=C/c2ccco2)cc1	-1.3	-2	0	0.1	-1	2.3	-1.1	-1	0.2	0	2
46	CC1CN(C(=O)c2cc3ccccc3oc2=O)CC(C)O1 (stereo not drawn)	-1.9	2	7	-0.3	-2	0.4	-1.9	-3	0.3	0	-7
47	COc1cccc(-c2ncc3ccccc3c2COC(=O)CCC(=O)O)c1	-0.9	8	0	-0.8	-4	1.7	-1.1	1	0.3	-4	-4
48	CN1CCN(Cc2nc(Cc3cccc(F)c3)no2)CC1c1ccccc1 (stereo not drawn)	0.8	-3	-6	-0.4	-1	5.8	-1.1	-1	0.5	-2	-2
49	O=C(COC(=O)c1ccccc1Cl)Nc1cccnc1Cl	-0.1	-2	-1	0.8	7	-0.3	-0.9	1	0.6	-1	-2
50	COC(=O)/C(=C/c1cn(C(C)=O)c2ccccc12)[N+](=O)[O-]	5.7*	-1	-4	/	-6	4.2	-0.3	1	0.0	-14	0

Other compounds follow:
No.	Compound	hcDAF12 agonist	MBD2 DNA inh	NR1D1 modulator	DAX1 inh-1	PLC-gamma1 inh	hgDAF12 agonist	ssDAF-12 act	SMARCA2 activ	DAX1 inh-2	PLC-beta3 inh	ADAM17 inh
51	CCOc1ccc(NC(=O)CN(C)C(=O)CCCc2nc3ccccc3c(=O)[nH]2)cc1OCC	0.0	1	-1	2.0	0	0.2	-0.8	-1	2.5	-1	-1
52	Cc1ccn2c(=O)nc(SCC(=O)N3CCN(c4ccccc4)CC3)nc2c1	-0.1	-5	-6	0.9	-3	-0.4	-1.0	0	-1.5	-9	-6
53	Cc1sc2ncnc(Sc3ccccc3C(=O)Nc3ccc(Br)cc3)c2c1C	3.0	1	7	-1.9	5	2.8	-0.1	1	0.5	0	-4
54	NC(=O)c1ccccc1NC(=O)Nc1cccc(Cl)c1	-0.2	-4	1	-0.6	-25	2.9	-1.1	4	-0.4	-40	-13
55	O=C(COc1ccccc1)Nn1cnc2ccccc21	2.7	4	1	-1.1	-2	1.8	-0.4	1	0.1	-3	-7
56	N#Cc1c(N)nc(SCc2ccccc2)c(C#N)c1-c1ccco1	-1.2	0	4	-2.2	-21	0.9	-2.0	4	-0.3	-21	-4
57	Cc1cc(OCC(=O)NCCc2ccc(S(N)(=O)=O)cc2)c2c(C)cc(=O)oc2c1	-1.7	2	-6	0.0	-163	0.7	-1.3	0	-0.5	-236	-130
58	O=C(NN1CC(C(=O)OCc2ccc(Cl)cc2Cl)CC1=O)c1ccccc1 (stereo not drawn)	2.1	3	6	-0.2	0	2.6	-0.8	-2	1.5	-12	0
59	COCCCNC(=O)CCc1nc(-c2ccccc2)no1	-1.2	-3	/	-1.3	2	2.1	-0.8	-3	-0.1	-2	-2
60	COc1ccc(CCNC(=O)c2ccc(OC)c(OC)c2)cc1OC	-1.4	0	4	-0.2	-1	-1.4	-2.0	-2	-0.2	-2	-2
61	O=C1CCCC[C@@H](CO)[C@H](O)C[C@H](c2ccccc2)O1	0.8	-3	-6	/	-2	0.5	-0.2	-4	1.2	5	-1
62	O=C(CSc1nnc(CNC(=O)c2ccccc2)o1)NCc1ccccc1Cl	-2.4	-2	1	-0.3	5	0.0	-0.6	2	0.4	-7	2
63	Cc1ccc(S(=O)(=O)Oc2cccc(/C=N/n3cnnc3)c2)cc1	-1.8	-1	-3	-1.7	1	0.7	-2.1	-4	-0.4	3	-1
